Assay outcomes as filed in PubChem BioAssay.
aSyn tox rescue: inhibitors of alpha-synuclein toxicity in yeast; S. cerevisiae alpha-synuclein toxicity rescue, BacTiter-Glo growth, 24 h; Potency, µM (doses to about 46.1 µM), for the others: top-dose growth rescue (activation), usual class: activators; actives 0.02% (n = 94,000); AID 1347070; active means well fitted activation curve with a large enough effect; inconclusive means small, poorly fitted or top-dose-only effect; further: 0% is about no effect
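Growth restoration measured by BacTiter-Glo luminescence after 24 hr at 30 deg C; alpha-synuclein yeast, raffinose-pregrown to mid-log, were added at OD600=0.02 in galactose medium onto pinned compounds.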
* marks the source's active call; other numbers are inactive results; u = inconclusive. Potency means the concentration at half of the fitted maximal effect.

molecule	aSyn tox rescue
COc1ccc(N=C2S/C(=C\c3ccc(Cl)c([N+](=O)[O-])c3)C(=O)N2CCN(C)C)cc1	-13.5%
O=C(COc1ccccc1)NCC1COc2ccccc2O1 (configuration not stated)	4.0%
Cc1ccc(C(C)C)c(OCCSc2nc(-c3ccccc3F)nc3cc(=O)[nH]n23)c1	-9.7%
CC(C)CSc1oc(-c2ccco2)nc1S(=O)(=O)c1ccc(Br)cc1	19.6%
CN(C)c1ccc(CNC(=O)C2CCN(c3nnc(-n4cccc4)s3)CC2)cc1	-2.5%
O=C(c1ccccc1Br)N(Cc1ccccc1F)C1CCS(=O)(=O)C1 (configuration not stated)	3.3%
O=C(CCS(=O)(=O)c1ccc2c(c1)NC(=O)CO2)Nc1cccc(C(F)(F)F)c1	u
CCN(C(=O)CSc1nnc(C)n1-c1ccccc1)C1CCS(=O)(=O)C1 (configuration not stated)	-11.2%
COc1ccc(CC(=O)Oc2ccccc2C)cc1S(=O)(=O)N1CCOCC1	-11.1%
O=C1[C@H]2[C@@H](c3ccc(C(F)(F)F)cc3)N[C@]3(CCCN(Cc4ccc(F)cc4)C3=O)[C@H]2C(=O)N1Cc1ccccc1	4.8%

More records follow:
molecule	aSyn tox rescue
COc1ccc(NC(=O)CSc2oc(-c3ccco3)nc2S(=O)(=O)c2ccc(Br)cc2)c(OC)c1	-7.7%
COc1cccc(-c2nn(C)c3sc(C(=O)NCc4ccc(C)cc4)cc23)c1	1.8%
CCS(=O)(=O)Nc1cc(-c2nc3cccnc3s2)ccc1C	5.4%
C=CCn1c(SCC(=O)NC(=O)c2cccn2C)nc2ccccc2c1=O	-7.0%
CC1=C(C(=O)N2CCOCC2)CC(CC(=O)NCc2ccco2)C(=O)N1Cc1ccc(C(C)(C)C)cc1 (configuration not stated)	-5.6%
CCn1c(=N)c(C(=O)NC2CCCC2)cc2c(=O)n3ccccc3nc21	-3.0%
COc1ccc(C2=C(C)C(=O)N(Cc3ccc(C(=O)NCc4ccc(C)cc4)cc3)S2(=O)=O)cc1	-13.4%
CCOc1ccccc1NC(=O)c1cc(=O)c2ccc(C)cc2o1	1.5%
Clc1ccc(-c2c[n+](Cc3ccc(Br)cc3)c3n2CCCCC3)cc1	6.2%
COc1cccc(NC(=O)Cn2c(=O)n(Cc3ccc(C(=O)NCc4ccc(C)cc4)cc3)c(=O)c3ccccc32)c1	1.7%

Later entries:
molecule	aSyn tox rescue
Cc1cc(N2CCN(c3ccccc3)CC2)n2cnnc2n1	-9.5%
COc1ccccc1-c1n[nH]nc1C1=CC(=O)CC(C)(C)C1	-0.2%
Cc1ccc(NC(=O)c2cccc(S(=O)(=O)NCc3ccccc3)c2)nc1	6.0%
O=C(NC1CCCc2ccccc21)c1c(F)cccc1Cl (configuration not stated)	-1.1%
CCc1ccc(C2c3c(n[nH]c3C)C(=O)N2c2ccc(C)cc2)cc1 (configuration not stated)	-1.1%
COc1cccc(NC(=O)c2ccc(-n3cnnn3)cc2)c1	6.3%
COc1ccc(-c2cc(OC(=O)c3cccc(Cl)c3)c3c(C)oc(C)c3c(=O)c2)cc1OC	5.0%
CCOC(=O)Nc1ccc2nc(-c3cscn3)[nH]c2c1	-2.0%
COc1ccc(C)cc1S(=O)(=O)N1CCN(C(=O)c2ncoc2-c2ccccc2C)CC1	-2.4%
COc1ccc(S(N)(=O)=O)cc1N(C)S(=O)(=O)c1ccccc1	10.8%

The results go on.
molecule	aSyn tox rescue
C=Cc1ccc(Cn2c(C)c(CNCCc3ccccc3C)c(C(=O)O)c2C)cc1	8.0%
CCCN1Cc2cccc(C(=O)N3CCN(c4cc(Cl)ccc4C)CC3)c2C1=O	0.5%
CC1CCCCN1C(=O)CSc1nnc2c(n1)[nH]c1ccc(F)cc12 (configuration not stated)	-3.7%
COc1ccc(C)cc1NC(=O)c1cc(S(=O)(=O)N2CCCC2)cn1C	4.1%
CCC(C(=O)NCc1cccc(Br)c1)n1nc(C)c2c(C)n(-c3ccccc3)nc2c1=O (configuration not stated)	2.2%
Cc1ccccc1N1CC(C(=O)N2CC(C)OC(C)C2)CC1=O (configuration not stated)	-1.8%
Cc1cc(NC(=O)C2CC2)n(-c2nc3ccccc3s2)n1	0.5%
COc1cc(NC(=O)c2ccc3snnc3c2)cc(OC)c1	-0.1%
CC(NC(=O)c1cc2ccccc2o1)c1ccccc1 (configuration not stated)	-3.6%
Cc1ccc(NC(=S)N(N)CCO)cc1	-5.1%

The list continues:
Molecule	aSyn tox rescue
O=C(N[C@@H](Cc1ccccc1)C(=O)NCCc1c[nH]c2ccccc12)c1ccco1	1.6%
CNC(=O)c1ccc(CN(C)C(=O)/C=C/c2ccc(S(=O)(=O)N3CCCCCC3)cc2)cc1	-2.8%
Cc1ccc(OC(=O)CSc2nnc(-c3cccs3)o2)cc1C	-28.3%
COc1cccc(NC(=O)c2sc3nc(C)c(C(=O)Nc4ccc(C)cc4C)c(-c4cccs4)c3c2N)c1	2.1%
Cc1cccc2cc(-c3nc4ccc(C(=O)O)cc4[nH]3)c(=O)oc12	3.9%
COc1ccc(Br)c(C(=O)NC(C)(C)CO)c1	-11.7%
O=C(NCc1ccc(F)cc1)c1cnc(N2CCCCC2)c2ccccc12	6.6%
Cn1c(=O)oc2cc(S(=O)(=O)CCC(=O)NCCc3ccccc3)ccc21	2.9%
CC12CN3CC(c4ccccc4)(CN(C1)C3c1ccc(Cl)cc1)C2=O (configuration not stated)	17.5%
COc1ccccc1N1CCN(C(=O)c2nn(C)c3c2CS(=O)(=O)c2ccccc2-3)CC1	8.0%
CCOc1ccc(NC(=O)N2CCN3CCCCC3C2)cc1 (configuration not stated)	-2.1%
Clc1ccc2c(c1)-c1c(cnc3cc(-c4ccccc4)nn13)CO2	-2.3%

The results go on.
Molecule	aSyn tox rescue
COc1cc(NC(=O)c2cnc(N)s2)cc(C(=O)Nc2cccc(C(F)(F)F)c2)c1	-3.9%
O=C(c1cc2cc3ccc(Cl)cc3nc2o1)N1CCN(Cc2ccc3c(c2)OCO3)CC1	10.8%
Cc1ccc(C(=O)OCc2nnc(-c3ccccc3)o2)s1	-4.6%
COc1ccc(CN(C)CC(O)COC(c2ccccc2)c2ccccc2)c(OC)c1OC (configuration not stated)	-1.6%
O=C(Cn1c(=O)n(CC2CCC(C(=O)NCCc3ccccc3)CC2)c(=O)c2ccccc21)Nc1ccccc1 (configuration not stated)	-6.8%
COC(=O)c1ccccc1NC(=O)CSc1nc2ccccc2nc1Cc1ccc(F)cc1	-9.7%
COc1ccc(/C=N/NC(=O)c2cccnc2)cc1CSc1ccccn1	8.3%
Cc1nn2c(=O)cc(COC(=O)c3cccc(NC(=O)c4ccc(C(C)(C)C)cc4)c3)nc2s1	-0.9%
COc1ccccc1NC(=O)Nc1ccnn1C1CCN(C(=O)C2CCOC2)CC1 (configuration not stated)	-7.3%
O=C(COC(=O)c1cnccn1)NCc1ccccc1Cl	2.5%
Cc1c(C(=O)Nc2ccc(F)cc2F)oc2c1-c1nn(Cc3c(F)cccc3Cl)cc1CC2	3.3%
CCn1c(SCC(=O)Nc2ccccc2)nc2c(c1=O)SCC2	2.0%

The listing continues:
Molecule	aSyn tox rescue
CCOc1cc(/C=C/C(=O)OCC(=O)NC2CCS(=O)(=O)C2)ccc1OCc1ccccc1 (configuration not stated)	1.6%
CN[C@H]1C[C@H]2c3[nH]c4ccc(-c5ccc(OC)cc5)cc4c3CCN2C(=O)[C@H]1[C@H](C)O	-14.7%
C[C@@H]1CCCCO[C@@H](CN(C)S(=O)(=O)c2ccccc2)[C@@H](C)CN([C@H](C)CO)C(=O)c2cc(NS(=O)(=O)c3ccc(F)cc3)ccc2O1	-13.4%
CSc1cccc(NC(=O)CN2C(=O)COc3ccc(S(=O)(=O)N4CCC(C)CC4)cc32)c1	1.8%
CCCCNC(=O)CS(=O)Cc1nc(-c2cccc(Cl)c2)oc1C (configuration not stated)	5.8%
COc1ccc(N(CC(=O)NCc2ccccc2Cl)S(=O)(=O)c2c(C)nn(C)c2C)cc1	-0.1%
CCc1cccc(C)c1NC(=O)CCNC(=O)c1cccc(C)c1	-0.1%
CCn1c(CNC(=O)c2cccc(C)c2)nc2ccccc21	1.3%
CCOc1ccc(CNCc2c(C(=O)O)n(Cc3ccc(C)cc3)c3cc(C)ccc23)cc1	3.1%
COc1ccc2nc(NC(=O)c3ccc(NC(=O)C4CCCO4)cc3)sc2c1 (configuration not stated)	2.1%
COC(=O)c1cc(C(=O)OCC(=O)Nc2ccccc2OC(F)F)cc([N+](=O)[O-])c1	16.2%
O=C1N/C(=C/c2cccs2)C(=O)N1Cc1ccc(Br)cc1	7.4%

Additional compounds.
Molecule	aSyn tox rescue
COc1ccc(-c2cc3ccc(O)c(CN4CCOCC4)c3oc2=O)cc1	-9.9%
COc1ccc(Nc2cc(C(=O)NCCc3ccc(C)cc3)c3ccccc3n2)c(OC)c1	-4.1%
CCC(NC(=O)CCc1ccccc1)c1ccccc1 (configuration not stated)	0.2%
COc1ccc(Br)cc1C1Nc2cccc3cccc(c23)N1	8.3%
Cc1ccc(S(=O)(=O)N2C[C@H]3N(C(=O)OC(C)C)N(C(=O)OC(C)C)C[C@H](OC(=O)Nc4cccs4)[C@@]3(O)C2)cc1	-3.4%
COc1ccccc1N1CCN(C(c2cccs2)C(C)NC(=O)c2ccncc2)CC1 (configuration not stated)	3.7%
COc1ccc2c(Sc3ccc(C)cc3)c(C(=O)NCc3ccc(F)cc3)[nH]c2c1	-1.3%
COc1ccccc1NC(=O)c1cnn(-c2ccccc2)c1-n1cccc1	-13.4%
Cc1ccc(C(C)NC(=O)C23CC4CC(CC(C4)C2)C3)cc1 (configuration not stated)	-16.1%
O=C1CC(c2ccccc2F)c2c(c3ccccc3[nH]c2=O)O1 (configuration not stated)	-0.3%
COc1ccc(OCC(=O)N/N=C/c2cccn2-c2cccc(C(=O)O)c2)cc1	-3.5%
Cc1ccc(CNC(=O)c2nnc(Cc3ccc(Cl)cc3)o2)cc1	-2.6%

The list goes on.
Molecule	aSyn tox rescue
COCCCNC(=O)C1CCN(c2nnc(-n3cccc3CNc3ccc(C)cc3)s2)CC1	-0.9%
O=C(CCC(=O)N1CC2CCCN2c2ccccc21)NCc1ccc(F)cc1 (configuration not stated)	-8.6%
COc1ccc(NC(=O)Cn2c(SCc3ccc(F)cc3)nc3cccnc32)cc1OC	0.1%
COC(=O)C1CC(=O)c2sccc2C1 (configuration not stated)	-3.4%
Cc1noc(C)c1C(=O)N1CCCC(C(=O)c2cccc(C(F)(F)F)c2)C1 (configuration not stated)	3.1%
CCC(=O)N1CCc2cc(S(=O)(=O)CCC(=O)N3CCN(c4cc(C)ccc4C)CC3)ccc21	2.3%
COc1cc(C2Nc3c(F)cccc3C3C=CCC32)cc(Br)c1OC (configuration not stated)	-3.6%
O=[N+]([O-])c1cccc(N/N=C/c2ccc(N3CCOCC3)cc2)c1	5.9%
COc1ccc(CN(C)C(=O)c2ccc(NC(=O)CC3SC(N4CCCC4)=NC3=O)cc2)c(OC)c1OC (configuration not stated)	-7.8%
CC(=O)c1ccc(NC(=O)CSc2cn(CC(=O)N3CCCCCC3)c3ccccc23)cc1	-9.6%
Cc1ccc(C2c3c(-c4ccccc4O)n[nH]c3C(=O)N2CCc2ccccc2)cc1 (configuration not stated)	2.8%
COC(=O)c1ccc(C(=O)OC)c(NC(=O)COC(=O)c2ccccc2OC)c1	-7.8%

(list continues)
Molecule	aSyn tox rescue
Cc1ccc(-c2cc(C(=O)Nc3ccc(S(=O)(=O)Nc4onc(C)c4C)cc3)[nH]n2)c(O)c1	6.5%
Cc1ccc2c(=O)c(C(=O)c3ccc(F)cc3)cn(CC(=O)Nc3ccc4c(c3)OCCO4)c2n1	-6.9%
CN(C)CCCNC(=S)N1CCC(C(=O)c2ccc(Cl)cc2)CC1	5.6%
O=C1CSC2(C(=O)N(Cc3cccc(F)c3)c3ccccc32)N1c1cccc(C(F)(F)F)c1 (configuration not stated)	-9.9%
CCCCN(CC)Cc1ccc(CNC(=S)Nc2ccccc2F)o1	-9.3%
CN(Cc1ccccc1)S(=O)(=O)c1ccc2[nH]c3c(c2c1)CCCCC3	u
Cc1[nH]c(=O)[nH]c(=O)c1NC(=O)c1ccc(OC(C)C)cc1	-0.2%
Clc1cccc(-n2ncc3c(Nc4ccc5c(c4)OCCO5)ncnc32)c1	-4.9%
O=[N+]([O-])c1ccc(C(O)CN2CCOCC2)cc1 (configuration not stated)	0.5%
COc1ccc(CC(=O)Nc2ccc3nc(Nc4cccc(Cl)c4)cc(C)c3c2)cc1OC	-2.8%
COc1cc(NS(=O)(=O)c2ccc(C)cc2)c2c(c1N)C(=O)c1ccccc1C2=O	-21.6%

Structures from the list above that contain two or more sulfur atoms:
Molecule	aSyn tox rescue
CC(C)CSc1oc(-c2ccco2)nc1S(=O)(=O)c1ccc(Br)cc1	19.6%
CCN(C(=O)CSc1nnc(C)n1-c1ccccc1)C1CCS(=O)(=O)C1 (configuration not stated)	-11.2%
COc1ccc(NC(=O)CSc2oc(-c3ccco3)nc2S(=O)(=O)c2ccc(Br)cc2)c(OC)c1	-7.7%
CCS(=O)(=O)Nc1cc(-c2nc3cccnc3s2)ccc1C	5.4%
COc1ccc(S(N)(=O)=O)cc1N(C)S(=O)(=O)c1ccccc1	10.8%
Cc1ccc(OC(=O)CSc2nnc(-c3cccs3)o2)cc1C	-28.3%
COc1cccc(NC(=O)c2sc3nc(C)c(C(=O)Nc4ccc(C)cc4C)c(-c4cccs4)c3c2N)c1	2.1%
CCn1c(SCC(=O)Nc2ccccc2)nc2c(c1=O)SCC2	2.0%
C[C@@H]1CCCCO[C@@H](CN(C)S(=O)(=O)c2ccccc2)[C@@H](C)CN([C@H](C)CO)C(=O)c2cc(NS(=O)(=O)c3ccc(F)cc3)ccc2O1	-13.4%
CSc1cccc(NC(=O)CN2C(=O)COc3ccc(S(=O)(=O)N4CCC(C)CC4)cc32)c1	1.8%
Cc1ccc(S(=O)(=O)N2C[C@H]3N(C(=O)OC(C)C)N(C(=O)OC(C)C)C[C@H](OC(=O)Nc4cccs4)[C@@]3(O)C2)cc1	-3.4%

Only part of the results is shown; count on the stated rates, not on these rows.
